# EP2 modulator – EP2 receptor (human) modulation | P43116 | EP2-expressing cells, cAMP HTRF FRET, PGE2 co-stimulation | induction, % at 25 µM | 0.83% of 260,000 active | AID 940;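 active = compounds whose cAMP rise, as percent of the full-agonist control response, exceeds 60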;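 also: rat C6 glioma line stably carrying human EP2 under a CMV promoter; the protocol text gives 20 µM as final concentration; 100% = response of wells given 1 µM PGE2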
# RBBP9 inhibitor – blocks human serine hydrolase RBBP9; O75884; recombinant RBBP9, FP-Rh probe fluorescence polarization; 0.2% of 220,000 active; inhibition, % at 7.94 µM;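 active = inhibition above the campaign mean of all tested compounds plus 3 SD, cut at about 14% in these data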;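 also: plate controls were DMSO wells with RBBP9 for no effect and wells lacking RBBP9 protein for full effect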
#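 Measured by: FP readout at 525/598 nm; material: recombinant human RBBP9; also added: Serine-hydrolase probe FP-Rh, 375 nM pre-mixing; medium: Tris buffer pH 8.0, NaCl, Pluronic; replication: one well per compound; doses: one concentration, 7.94 µM nominal, 0.794% DMSO; timing: preincubation 30 min plus labeling 45 min at 25 °C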
# Runt-SMMHC FRET – inhibitors of human RUNX1 Runt domain binding to CBFb-SMMHC. inhibition, % at 20 µM. Cerulean-Runt/Venus-CBFb-SMMHC FRET ratio 530/480, 1 h. 0.74% of 220,000 active. AID 1434. Q01196+Q13951;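 active = mean inhibition across duplicate retests at 20 µM reaching about 50%, limit read from the data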;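 also: 0% = DMSO wells and 100% = wells with excess untagged CBFb-SMMHC; inhibitors lower the FRET ratio by blocking Runt binding to CBFb-SMMHC; some results filed as inactive read as strong as hits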
# Runt-CBFb FRET – inhibitors of human RUNX1 Runt domain binding to CBFb | 0.46% of 220,000 active | Cerulean-Runt/Venus-CBFb FRET ratio 530/480, 1 h | inhibition, % at 20 µM | Q01196+Q13951;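 active = inhibition over about 50% at 20 µM in the single-dose screen, limit read from the data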;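 also: 0% = DMSO wells and 100% = excess unlabeled CBFb competitor control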
#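 Assay system: Cerulean-Runt domain fusion protein, energy donor; Signal: fluorescence energy transfer, 422 nm excitation, 530/480 nm emission; Timing: 1 h compound exposure, room temperature; Control set: unlabeled CBFb; Medium: Tris buffer pH 7.5 with salts and BSA; Compound: single test concentration of 20 µM, 1% DMSO final; Probe or stimulus: Venus-CBFb 100 nM.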
# L929 necroptosis – L929 zVAD cell death inhibition; L929 zVAD necroptosis rescue, ATP luminescence, 24 h; with zVAD 60 µM; 0.38% of 220,000 active; AID 1377; viability rescue, % at 10 µM;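 active = activation, scaled between plate controls, above about 75%, limit read from the data; inactive = activation under that limit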;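 also: 0% = zVAD with DMSO and 100% = DMSO alone without zVAD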
# PGE2 EP2 inh – EP2 receptor (human) inhibition; C6 glioma cells expressing human EP2, cAMP TR-FRET; cells stimulated with saturating PGE2; inhibition, % at 25 µM; 0.52% of 260,000 active; AID 1422;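 active = percent inhibition above 40 after rounding to a whole number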;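 also: rat C6 glioma host cells with rolipram phosphodiesterase inhibitor present; the protocol text gives 20 µM as final concentration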
# Hck Nef HTS – blocks Nef-activated human Hck kinase | P08631 | Recombinant Hck-YEEI plus Nef, Z-Lyte FRET kinase assay | inhibition, % at 20 µM | 0.68% of 220,000 active;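 active = Hck-Nef kinase inhibition above about 50%, limit read from the data; inactive = inhibition below that limit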;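 also: 0% = DMSO with Hck plus Nef and 100% = Hck alone without Nef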
# PERK inhibitor – human PERK inhibition, primary cell-based screen; CHO PERK-DD fusion, SEAP luminescence translation reporter; AID 1416; 0.17% of 220,000 active; inhibition, % at 5.6 µM; Q9NZJ5;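 active = inhibition above the mean inhibition of all tested compounds plus 3 SD, set separately per screening campaign, cut at about 2.9% in these data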;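 also: PERK kinase domain activated by AP20187 dimerizer at 100 nM; 0% = DMSO with dimerizer and 100% = rapamycin at 8.4 µM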
# Target sequence (Q9NZJ5 whole entry, looked up, the tested form may be a part): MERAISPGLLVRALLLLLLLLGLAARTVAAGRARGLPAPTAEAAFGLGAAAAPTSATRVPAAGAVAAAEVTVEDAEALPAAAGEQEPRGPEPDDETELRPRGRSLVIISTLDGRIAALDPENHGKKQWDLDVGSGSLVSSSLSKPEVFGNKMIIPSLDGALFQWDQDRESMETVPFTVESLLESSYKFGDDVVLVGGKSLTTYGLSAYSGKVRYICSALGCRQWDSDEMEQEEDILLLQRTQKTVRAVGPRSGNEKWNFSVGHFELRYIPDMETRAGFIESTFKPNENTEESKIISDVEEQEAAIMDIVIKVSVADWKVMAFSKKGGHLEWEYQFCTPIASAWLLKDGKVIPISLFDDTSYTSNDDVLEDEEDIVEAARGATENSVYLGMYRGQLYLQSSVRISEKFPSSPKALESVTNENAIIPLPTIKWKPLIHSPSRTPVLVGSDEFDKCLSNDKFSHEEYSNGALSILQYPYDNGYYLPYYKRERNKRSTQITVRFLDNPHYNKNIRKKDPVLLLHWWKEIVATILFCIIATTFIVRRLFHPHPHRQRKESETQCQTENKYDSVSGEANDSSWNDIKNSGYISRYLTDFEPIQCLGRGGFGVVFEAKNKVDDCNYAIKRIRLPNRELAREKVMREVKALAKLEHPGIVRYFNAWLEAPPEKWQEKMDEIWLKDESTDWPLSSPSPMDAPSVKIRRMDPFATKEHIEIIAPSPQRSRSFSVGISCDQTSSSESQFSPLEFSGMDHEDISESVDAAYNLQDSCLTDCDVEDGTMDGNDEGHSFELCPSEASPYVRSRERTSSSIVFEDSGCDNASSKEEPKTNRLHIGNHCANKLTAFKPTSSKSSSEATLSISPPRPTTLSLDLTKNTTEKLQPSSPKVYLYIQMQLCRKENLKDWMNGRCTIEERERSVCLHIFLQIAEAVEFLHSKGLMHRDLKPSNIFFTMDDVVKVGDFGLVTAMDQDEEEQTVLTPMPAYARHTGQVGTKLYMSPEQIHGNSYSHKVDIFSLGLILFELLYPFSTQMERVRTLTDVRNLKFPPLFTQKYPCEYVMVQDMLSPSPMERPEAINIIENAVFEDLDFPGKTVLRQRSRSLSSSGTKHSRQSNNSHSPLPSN
# TNF necrop inh – inhibitors of TNF-alpha induced necroptosis in Jurkat FADD-/- cells | Jurkat FADD-/- TNF necroptosis rescue, ATP luminescence, 24 h; 0 = TNF only, 100 = no-TNF cells | activation (protection from cell death), % at 10 µM | 0.068% of 220,000 active;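 active = activation, meaning protection from cell death, of at least 50% relative to plate controls; inactive = activation below 50%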;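 also: necroptosis triggered by 40 ng/mL TNF-alpha added together with compound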
# Starred values were filed as active, the others as inactive; . = no result given; & = joins results of further samples; ! = not active in a repeat. This is a subset. The share of hits here may be higher or lower than overall.
molecule	Runt-SMMHC FRET	Hck Nef HTS	Runt-CBFb FRET	PGE2 EP2 inh	TNF necrop inh	EP2 modulator	PERK inhibitor	L929 necroptosis	RBBP9 inhibitor
O=C(O)c1ccccc1-c1ccccc1C(=O)Nc1ccc2c(c1)[nH]c(=O)c1ccccc12	0	45	-3	46*!	-0.7	7&9	0.7	0.3	-12
CCOC(=O)c1sc(NC(=O)CSc2nc3c(cc2C#N)CCCCCC3)c(C#N)c1C	3	20	1	14	-7.1	1	0.4	0.3	-9
Nc1ccc(Cc2nc3c(ccc4ccccc43)[nH]2)cc1	-8	-1	-1	11&11	-3.8	-117&-37	0.8	0.2	-5
COc1ccc(C2=NOC3(CC(=O)N(c4ccc(F)cc4)C3=O)C2)c(OC)c1 (stereo not given)	-6	1	-2	5	1.4	3	1.0	-0.1	0
CCc1ccc(N(C(=O)Cn2nnc(-c3ccccc3)n2)C(C(=O)NC2CCCCC2)c2ccccn2)cc1 (stereo not given)	6	-32	-6	8	-2.2	59	0.3	-1.2	-10
COC(=O)c1cc(C#N)c(Oc2cccc(C)c2C)nc1C	-1	-1	-2	6	-1.7	60	0.7	-0.3	3
CC(=O)NC1(NC(C)=O)CCN(C)CC1	3	-6	0	10	-0.9	6	1.8	-0.2	2
CC(C)COc1ccc(C(=O)Nc2scc(-c3ccc(Cl)cc3Cl)c2C(N)=O)cc1	4	1	.	.	-13	29	-0.4	0.6	-6
Cc1nc2ccccc2nc1OCC(=O)Nc1ccccc1	2	24	-2	1	0.2	-19	0.4	-1.6	-4
O=C(CSc1ccccc1C(=O)O)NC12CC3CC(CC(C3)C1)C2	1	20	0	13	0.8	9	2.0	1.2	-7
CC(C)N(C(=O)CSc1nnnn1-c1ccc2c(c1)OCO2)C(C)C	4	29	-1	4	1.4	15	0.5	11	-2
COc1ccc(C2CC(c3cccs3)=NN2S(=O)(=O)c2ccc(C)cc2)cc1 (stereo not given)	.	-1	.	10	-3.7	.	-0.7	-0.3	-9
Nc1c(C(=O)O)cnc2nc(N3CCOCC3)nn12	0	26	1	3	0.4	24	1.3	2.4	-3
O=C1NC(=O)/C(=C/c2ccccc2Oc2ccc(Cl)cc2)S1	-14	0	-5	5	-0.4	35	-1.2	1.2	-8
COc1cc(/C=C/C(=O)c2c(O)cc(C)oc2=O)cc(OC)c1O	-44	-2	5	12	4.3	23	0.2	5.0	-12
N#CC(=C1CCCC1)c1nc(-c2ccc(Cl)cc2)cs1	-2	2	-1	10	-0.5	24	0.4	0.1	-3
O=C(CCS(=O)(=O)c1cc(Br)cc2c1N(C(=O)C1CC1)CC2)NCC1CCCO1 (stereo not given)	0	1	0	10	-0.3	6	0.9	0.0	-3
CCOc1ccc(CNC(=O)CCCc2cn(C)c3ccccc23)cc1OC	4	4	0	5	1.4	-22	-0.5	.	0
Cc1onc(-c2ccccc2)c1C(=O)NCC(O)c1ccccc1 (stereo not given)	2	0	-2	9	0.6	-5	0.3	0.6	-8
O=C(Cc1c2ccccc2nc2ccccc12)c1ccccc1	115*	7	126*	5	-1.9	16	-0.5	.	-9
COc1ccc(-c2noc(-c3ccccc3F)n2)cc1	-5	2	1	10	-0.3	-2	1.9	0.5	3
CC(C)(C)NS(=O)(=O)c1ccc(-c2csnn2)s1	-2	-19	1	14	-0.2	2	0.2	3.4	-12
CCN(CC)CCNC(=O)CCCCCn1c(=O)[nH]c2cc(C(=O)OC)ccc2c1=O	2	2	2	2	0.4	-31	0.0	1.2	4
O=C(CSc1nccc(=O)[nH]1)N1c2ccccc2CCc2ccccc21	2	4	-2	8	0.3	11	1.7	0.7	-9
CC(CCc1ccccc1)NC(=O)CCNC(=O)Cn1ccc2ccccc2c1=O (stereo not given)	2	-20	0	3	0.1	0	0.7	1.6	0
N#Cc1nc(-c2ccco2)oc1N1CCN(C(c2ccccc2)c2ccccc2)CC1	1	-1	3	9	-0.5	14	0.2	0.3	-5
Cc1cccc(OCCNC(=O)c2ncn[nH]2)c1	-8	1	-1	10	-0.1	-37	-0.3	-0.3	-4
Cc1ccc(C2N3CC4([N+](=O)[O-])CN2CC([N+](=O)[O-])(C3)C4(C)C)cc1 (stereo not given)	-2	-2	0	1	1.1	1	0.1	0.9	-7
O=C(O)/C=C/C(=O)NCCNc1ncc(C(F)(F)F)cc1Cl	1	23	13	7	-0.3	15	0.8	0.0	-2
CCn1cc(C(=O)N2CCN(c3ccccn3)CC2)c(=O)c2cc(S(=O)(=O)N(C)C3CCCCC3)ccc21	-1	19	-5	4	-1.2	-3	-0.1	0.3	-1
COc1cccc(NC(=S)N2CCCN(Cc3ccc(F)cc3)C2)c1	1	13	0	4	2.6	-40	0.0	-0.4	-5
CCc1nnc(NC(=O)CN2C(=O)c3ccccc3S2(=O)=O)s1	4	-8	-1	7	0.8	38	1.0	-0.2	-3
Cc1cc(C)n(CC(O)COc2ccc(OCC(O)Cn3nc(C)cc3C)cc2)n1 (stereo not given)	.	6	.	.	-0.5	.	-0.5	0.5	-5
Nc1c(C(=O)N/N=C/c2ccc(Cl)cc2)cnn1-c1ccccc1	-5	19	-1	2	-1.1	18	-0.8	1.4	-5
COc1ccc(S(=O)(=O)CCC(=O)Nc2ccc(OC)cc2OC)cc1	0	-1	1	0	-0.9	-8	0.3	0.1	-2
CC(C)C(=O)OCC(=O)NCc1ccccc1Cl	1	1	0	3	1.5	16	-0.4	1.1	-8
CC(=O)Nc1cccc(NC(=O)C2CCCN2C(=O)Nc2ccccc2C)c1 (stereo not given)	-4	-3	-1	13	-0.9	10	0.3	0.2	-3
C=CCOc1cccc(/C=N/NC(=O)C(=O)NCc2ccco2)c1	0	0	1	.	-5.2	0	-0.1	-0.1	-6
Cc1ccc(S(=O)(=O)NC(=O)CSc2nc3ccccc3s2)cc1	5	1	-1	8	-2.0	5	0.9	0.3	6
CCn1c(/C=C2\C(=O)N(C)c3ccccc32)nc2ccccc2c1=O	2	2	-1	.	-9.1	3	-0.2	0.0	1
OCCn1c(-c2ccccc2)csc1=Nc1ccccc1	5	2	-1	10	-0.9	9	1.1	1.0	-6
COc1ccc(Cn2c(=O)n(Cc3ccco3)c(=N)c3c4c(sc32)COC(C)(C)C4)cc1	-4	-4	1	7	-1.6	54	-0.1	0.2	-10
CCNC(=S)NNC(=O)c1cc(C)nc2ccccc12	2	0	1	4	1.4	23	0.9	1.5	-6
C[C@@H](C(=O)Nc1ccc2ccccc2c1)[C@H]1C[C@]1(C)[C@H](NP(=O)(c1ccccc1)c1ccccc1)c1ccccc1	0	-6	1	11	-7.5	2	-0.4	-0.2	-18
NS(=O)(=O)c1ccc(N/N=C/c2cn(-c3ccccc3)nc2-c2cccs2)c([N+](=O)[O-])c1	0	13	0	13	-9.9	1	1.9	0.4	2
CC(C)CN(C(=O)c1ccc(=O)n(C)n1)c1nc2ccccc2s1	6	-1	-1	9	-0.6	-48	0.1	0.3	-10
COC(=O)c1cccc(NC(=S)Nc2ccccc2Cl)c1	-6	7	6	7	0.7	-46	1.1	0.7	10
O=C(COC(=O)COc1ccccc1)NC1CCCc2ccccc21 (stereo not given)	2	0	1	7	0.4	19	-0.1	-0.2	-15
CCOc1cc2[nH]c(=S)n(CCCC(=O)NCc3ccco3)c(=O)c2cc1OCC	0	0	-5	5	0.1	37	1.2	-0.1	-1
Cc1ccc(S(=O)(=O)N2CCN(c3ccc(S(=O)(=O)N4CCOCC4)cn3)CC2)cc1	-5	-13	6	10	3.5	10	-0.5	-0.3	-7
CC(C)CC(=O)Nc1ccc(C(=O)CN2CCC(C)CC2)cc1	-2	-6	0	4	1.7	2	2.1	0.5	-3
O=C(NCCc1ccncc1)C(F)(F)F	-6	1	-2	2	-1.2	18	0.3	0.0	-10
O=C(Nc1ccc(N2CCN(C(=O)c3ccccc3)CC2)cc1)c1ccc2c(c1)OCO2	0	0	-1	10&1	0.5	-59&-8	-1.3	-0.3	-4
CCOC(=O)c1ccccc1OC(=O)CS(=O)c1ccccc1[N+](=O)[O-] (stereo not given)	-3	15	6	22	-2.5	-13	-0.2	5.1	3
COc1cccc(NC(=O)Nc2cccn(Cc3ccccc3)c2=O)c1	-1	2	-4	3	-1.7	-3	-0.2	0.3	-7
O=c1[nH]n(-c2ccc(Cl)cc2)c2ncccc12	-7	1	-4	5	-2.5	27	2.3	-0.1	-4
CCCC(=O)Nc1ccc(S(=O)(=O)N2CCCC2)cc1	0	1	-1	12	0.3	15	-0.1	0.0	-6
O=[N+]([O-])c1cc(Cl)cc(/C=N/NC(=S)Nc2ccc(S(=O)(=O)N3CCOCC3)cc2)c1O	-6	15	-7	32	-4.3	-58	-0.5	3.3	6
Cc1[nH]nc2c1C1(CCOCC1)C(C#N)=C(N)O2	2	0	0	8	0.6	-10	1.1	1.4	-9
COCCn1cc(C(=S)N2CCOCC2)c2ccccc21	-5	0	0	10	-1.5	1	0.3	-0.9	-4

# More compounds follow:
molecule	Runt-SMMHC FRET	Hck Nef HTS	Runt-CBFb FRET	PGE2 EP2 inh	TNF necrop inh	EP2 modulator	PERK inhibitor	L929 necroptosis	RBBP9 inhibitor
COc1cnc(-c2ccccn2)nc1Sc1ccccc1	1	16	1	6	0.1	-36	-0.3	1.4	-8
CN(C1CC(C)(C)NC(C)(C)C1)S(=O)(=O)CC12CCC(CC1=O)C2(C)C (stereo not given)	2	22	2	9	1.5	6	0.7	0.4	2
COc1cc(C(=O)NCc2nnc(SCC(=O)N3CCOCC3)o2)cc(OC)c1OC	1	14	0	3	0.8	1	0.0	-0.5	-7
COCc1cc(=O)[nH]c(SCC(=O)Nc2ccccc2)n1	5	2	0	11	0.3	9	-1.2	2.2	0
CCn1nc(C)c(CN2CCc3c([nH]c4ccccc34)C2C(C)(C)C)c1C (stereo not given)	-2	7	-2	1	-0.7	29	0.1	-0.3	-3
COc1cc(C)c(S(=O)(=O)N2CCN(C)CC2)cc1C	3	-1	-1	18	-1.0	3	0.4	0.5	-1
Brc1cc2c(cc1/C=N/Nc1nc(N3CCCCC3)nc(N3CCCCC3)n1)OCO2	4	12	-4	4	2.3	-7	-0.9	0.8	-10
Cc1ccc(C)c(OCC(=O)N2CCN(C(=O)c3ccco3)CC2)c1	1	0	2	2	1.5	2	-1.0	0.4	-4
CC[n+]1ccc(C[n+]2ccccc2)c2ccccc21	5	3	-13	2	1.8	23	1.1	-0.1	-3
COc1ccc(NC(=O)CCNS(=O)(=O)c2cccc3nsnc23)cc1OC	1	3	0	11	1.5	21	-0.2	.	0
Cc1cc(C)nc(SCCS(=O)(=O)Cc2ccc(Cl)cc2)n1	4	13	0	12	-1.8	-5	0.5	0.2	0
